hIAP act: increases human intestinal alkaline phosphatase activity; purified human IAP, CDP-Star luminescence, 30 min; active compounds read high; 1 = vehicle-only enzyme, 0 = enzyme-free background; activation factor at 10 µM; actives 0.16% (n = 330,000);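 active = activation factor of the enzyme at least 2-fold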; note: the source names both 10 and 20 µM as test concentration; values of inactives mirror those of a sister screen read the other way
hIAP block: blocks human intestinal alkaline phosphatase; P09923; purified IAP, CDP-Star luminescence, 30 min; inhibition, % at 10 µM; actives 0.12% (n = 330,000); AID 2544;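 active = inhibition reaching a set limit with compound at 10 µM in the primary screen, cut at about 35% in these data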;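 note: plate controls were DMSO wells with enzyme for no effect and no-enzyme buffer wells for full effect; values of inactives mirror those of a sister screen read the other way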
SENP1 FRET inh: SENP1 (human) catalytic domain inhibition | Q9P0U3 | recombinant SENP1 catalytic domain, CyPet-SUMO1-YPet FRET cleavage | inhibition, % at 10 µM | actives 0.21% (n = 360,000) | AID 624204;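 active = inhibition at least 30% at 10 µM, raw YFP signal under a set limit, fluorescence ratio 0.5 to 1.5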;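 note: 0% = enzyme with DMSO and 100% = no enzyme wells; some results filed as inactive read as strong as hits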
Target sequence (Q9P0U3 419-644 limits assumed): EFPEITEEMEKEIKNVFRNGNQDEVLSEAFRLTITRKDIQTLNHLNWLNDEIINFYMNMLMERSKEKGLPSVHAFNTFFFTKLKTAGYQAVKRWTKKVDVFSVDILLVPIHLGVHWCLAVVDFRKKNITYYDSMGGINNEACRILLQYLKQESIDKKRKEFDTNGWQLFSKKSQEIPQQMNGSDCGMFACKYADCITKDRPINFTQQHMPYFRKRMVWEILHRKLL
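system = hSENP1 catalytic domain, recombinant | reagent = SFCypet-SUMO1-SFYpet substrate at 25 nM | doses = one dose per compound, 10 µM, 0.5% DMSO | incubation = enzyme reaction for 50 min at room temperature, dark | measured by = FRET, CFP and YFP emission | controls = no-enzyme low, enzyme-DMSO high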
mIAP act: mouse IAP activation. muIAP, CDP-Star luminescence, 30 min; active compounds read high; 1 = vehicle-only enzyme signal, 0 = enzyme-free wells. activation factor at 10 µM. actives 0.24% (n = 330,000). AID 2805;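 active = activation factor of at least 2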; note: the source names both 10 and 20 µM as test concentration; values of inactives mirror those of a sister screen read the other way
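Assay system: mouse IAP enzyme; Reagent: CDP-Star chemiluminescent phosphatase substrate; Compound: DMSO-dissolved test compounds; Incubation: 30 min, room temperature; Technique: luminescence from enzymatic CDP-Star hydrolysis; Controls: DMSO-only wells and no-enzyme negative control.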
A3A deaminase: human APOBEC3A DNA deaminase inhibition; recombinant A3A, FAM/TAMRA ssDNA deamination fluorescence; inhibition, % at 20 µM; actives 0.41% (n = 330,000); P31941;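 active = at least 40% inhibition at 20 µM here, with at most 30% in a related deaminase screen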;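 note: plate controls were A3A with DMSO for no effect and wells lacking A3A enzyme for full effect; some results filed as inactive read as strong as hits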
Target sequence (P31941 whole entry, looked up): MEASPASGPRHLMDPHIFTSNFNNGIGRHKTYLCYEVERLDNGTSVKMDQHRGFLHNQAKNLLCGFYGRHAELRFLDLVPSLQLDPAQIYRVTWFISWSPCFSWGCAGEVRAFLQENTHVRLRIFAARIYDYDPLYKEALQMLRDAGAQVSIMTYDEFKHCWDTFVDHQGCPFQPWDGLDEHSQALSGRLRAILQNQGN
mIAP block: mouse IAP inhibition. purified mouse IAP, CDP-Star luminescence, 30 min. inhibition, % at 10 µM. actives 0.2% (n = 330,000);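 active = inhibition of at least 40% at 10 µM in the primary screen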;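 note: plate controls were DMSO with enzyme for no effect and no enzyme wells for full effect; values of inactives mirror those of a sister screen read the other way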
beta cell repl: induces beta-cell replication in MIN6 cells; MIN6 cells proliferation, ATPlite luminescence, 48 h; cells starved in 0.2% serum; 100% = growth in 10% serum; proliferation, % at 10 µM; actives 0.29% (n = 330,000); AID 2380;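 active = compounds whose signal lies at least 3.5 SD above the mean of all wells on their plate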;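 note: 0% = DMSO-treated cells in low-serum medium and 100% = 10% serum control; some compounds called inactive have numbers as strong as hits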
NLRP3 yeast inh: blocks the NALP3 inflammasome reconstituted in yeast; Yeast reconstituted NLRP3/ASC/caspase-1, beta-gal luminescence, 24 h; inhibition, % at 10 µM; actives 0.39% (n = 330,000); AID 2825;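 active = inhibition of 50% or more; inactive = inhibition below 50%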;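 note: plate controls were induced DMSO wells for no effect and uninduced yeast grown without galactose for full effect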
APOBEC3G inh: blocks human APOBEC3G single-stranded DNA deamination | Q9HC16 | recombinant A3G, ssDNA deamination FAM/TAMRA fluorescence | inhibition, % at 20 µM | actives 0.28% (n = 330,000) | AID 493012;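 active = inhibition of at least 40% at 20 µM, with no more than 30% in the related APOBEC3A deaminase screen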;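 note: plate controls were DMSO wells with A3G for no effect and wells lacking A3G enzyme for full effect; some compounds called inactive have numbers as strong as hits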
Target sequence (Q9HC16 whole entry, looked up): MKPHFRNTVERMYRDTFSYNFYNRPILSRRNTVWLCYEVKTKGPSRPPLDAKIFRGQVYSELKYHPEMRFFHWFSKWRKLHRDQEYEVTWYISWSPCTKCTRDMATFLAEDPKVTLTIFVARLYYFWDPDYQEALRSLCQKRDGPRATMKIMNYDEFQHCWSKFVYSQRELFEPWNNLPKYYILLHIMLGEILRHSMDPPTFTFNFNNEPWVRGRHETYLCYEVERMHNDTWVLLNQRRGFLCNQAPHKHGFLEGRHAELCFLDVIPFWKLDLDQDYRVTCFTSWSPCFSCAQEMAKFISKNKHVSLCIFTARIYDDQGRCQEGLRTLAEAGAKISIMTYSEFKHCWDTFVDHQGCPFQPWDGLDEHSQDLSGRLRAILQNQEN
The depositor's hits bear a star.

canonical_smiles	mIAP act	beta cell repl	APOBEC3G inh	SENP1 FRET inh	hIAP act	mIAP block	NLRP3 yeast inh	A3A deaminase	hIAP block
Cc1ccc(CN2CCN(/N=C/c3ccc(C(=O)O)cc3)CC2)cc1	0.91	2	0	1	1.1	9	6	-1	-12
O=C(O)CCCC(=O)N1CCOCCOCCOCCOCC1	0.97	1	-4	3	0.97	3	7	-5	3
O=C(O)c1ccc(C(=O)Nc2cccc(NC(=O)C3CCCO3)c2)cc1 (stereo not given)	0.94	-4	-3	-1	1	6	13	1	-2
COC(=O)c1ccccc1NC(=O)CSc1nc2c(c(=O)[nH]1)CCC2	0.96	-2	-6	2	1.2	4	13	-1	-22
O=C(COc1ccc2ccccc2c1)NC1=NCCS1	0.99	0	2	0	0.91	1	17	3	9
CCC(c1nc2ccccc2c(=O)n1-c1nc2ccccc2s1)N1C(=O)c2ccccc2C1=O (stereo not given)	0.92	3	-4	2	1	8	8	-2	-3
COc1ccc(OC)c(S(=O)(=O)N2CCCC(C(=O)NCc3ccccn3)C2)c1 (stereo not given)	0.97	-1	-1	2	1.1	3	7	2	-9
O=C(CSc1nc2ccccc2c(=O)[nH]1)N1CCOCC1	0.93	-2	-6	1	1.1	7	19	3	-7
O=C(OCc1ccc(C(=O)c2ccccc2)cc1)c1cccc(-c2nnc(-c3ccccc3)o2)c1	0.92	-4	-5	-1	0.97	8	6	-2	3
CC(C)(C)NC(=O)NC(=O)COc1ccccc1C#N	0.9	-4	-2	2	0.97	10	-2	0	3
Cc1ccc(CNC(=O)C2CSC3(C)CCC(=O)N23)cc1 (stereo not given)	0.87	-4	4	1	1.1	13	-5	1	-8
CN(C)S(=O)(=O)c1ccc(C(=O)NCC[N+]2(C)CCCCCC2)o1	1	-2	25	3	0.9	0	12	93*	10
COc1ccc(CCNC(=O)CN(C2CCCCC2)S(C)(=O)=O)cc1OC	1.1	-3	25	0	0.95	-8	4	44*	5
Cc1ccc2ccc(C3C(=O)c4ccccc4C3=O)nc2c1	0.81	-3	1	15	1.1	18	3	1	-13
O=C(CSc1nc2ccccc2o1)NCC1CCCO1 (stereo not given)	0.92	-4	-5	2	0.94	8	14	-2	6
COc1ccc(-c2nc(-c3ccccn3)no2)cc1	0.94	-6	-8	1	1.1	6	11	-3	-8
CCN1CCN(C(=S)c2ccc(OCC(=O)N3CCOCC3)cc2)CC1	1	0	-5	1	1.1	0	-1	-4	-15
CC(C)C1NC(=S)N(C2CCCCC2)C1=O (stereo not given)	1	0	2	-1	1.1	-2	22	2	-12
Cc1noc(C)c1S(=O)(=O)N(Cc1ccccc1)C(C)C	1.1	2	-8	2	1.1	-12	27	-1	-10
Cn1ccc(C(=O)Nc2cccnc2Cl)n1	1.1	-2	-5	-1	1	-6	16	0	-2
Cc1cc2ccccn2c1C(=O)c1ccc(NN)c([N+](=O)[O-])c1	0.83	0	-5	5	0.88	17	32	-2	12
CCc1nc(SCC(=O)c2cccs2)c2oc3ccccc3c2n1	0.92	-4	-7	-23	0.97	8	21	-3	3
COCCNc1nnc(Cc2ccccc2)c(=O)[nH]1	0.99	-4	-8	2	0.98	1	8	-2	2
CCOc1cc(C)c(C(C)C)cc1S(=O)(=O)N1CC(C)OC(C)C1 (stereo not given)	0.86	2	-3	2	1.1	14	11	3	-6
Cc1cccc(/C=N/NC(=O)c2ccc(NC(=O)c3ccc(Cl)cc3)cc2)n1	1	0	-4	-42	1.1	-2	19	-1	-9
Cc1cc(C)cc(CN2CCC(Oc3ccc(C(=O)N4CCCC4)cc3)CC2)c1	1.1	-4	7	-4	1.2	-14	16	1	-16
Cc1cc(N(C)C)nc(SC(C)C)n1	1.2	0	0	1	1.3	-18	-24	-5	-27
CCOC(=O)c1c(NC(C)=O)sc2c(OC)cccc12	0.95	1	-3	-1	0.99	5	15	0	1
Cc1ccc(NCC(=O)N/N=C/c2cccc(Br)c2)cc1	0.96	-3	-17	1	0.91	4	39	-6	9
COc1cccc(C(=O)C2CCCN(Cc3ccc(OC)c(Cn4cncn4)c3)C2)c1 (stereo not given)	0.96	-3	-9	2	1	4	6	4	-4
COc1c2ccoc2c(OC[C@@H](O)C(C)(C)OC)c2oc(=O)ccc12	1	-5	-1	-154	1	-5	7	-1	-4
COc1ccc(C)cc1-n1nnnc1SCc1cc(=O)n2cc(C)ccc2n1	0.9	-2	3	-4	1.1	10	-1	4	-7
COc1ccc(NC(=O)CN2CCN(S(=O)(=O)N3CCCCCC3)CC2)cc1	0.92	-1	-11	1	0.79	8	20	-3	22
CCOc1ccc(-c2cn[nH]c2N)cc1	0.92	-1	-9	1	0.91	8	-1	2	9
CCc1cc(-c2n[nH]c(=S)n2CC(C)C)cs1	0.93	0	35	0	0.97	7	30	-1	3
CCOc1ccc(C(C)(C)C)cc1S(=O)(=O)Nc1ccncc1	0.93	-1	29	1	0.88	7	24	3	12
Cc1c(-n2c(SCC(=O)O)nnc2-c2ccccc2Br)c(=O)n(-c2ccccc2)n1C	0.97	-3	-3	3	1	3	7	1	-3
CCOC(=O)c1c(C)[nH]c(C(=O)Nc2cc(OCC)c(N3CCOCC3)cc2OCC)c1C	0.91	0	-6	-2	1.1	9	12	-2	-10
O=C(COc1ccc(Br)cc1Cl)NNC(=O)c1ccccc1	1	-2	-10	-1	1.5	-1	20	-1	-50
N#C/C(=C/c1ccccc1OCc1ccc(F)cc1)c1ccc(C(=O)O)cc1	1	-4	6	-2	1	0	21	67*	-4
CC#CC[N+](C)(CC#CC)CC(=O)c1ccccc1	0.98	0	5	0	0.86	2	-5	1	14
COc1cc(CNCc2ccccn2)ccc1OCC(=O)NC1CCCCC1	0.98	1	-3	1	1.1	2	11	1	-8
Cc1nn(CC(=O)NCCCc2ccccc2)c(C)c1[N+](=O)[O-]	1.1	0	-2	0	1	-7	8	-8	-5
CCCCn1c(SCc2ccc(Cl)cc2)nc2c1c(=O)[nH]c(=O)n2C	1	5	1	0	1.1	-3	7	2	-9
Cc1ccc(C(=O)NNCC(=O)Nc2ccc(Cl)cc2F)cc1	1	2	-3	0	1.1	-5	28	-2	-12
COc1ccc(N2CCN(C(c3cc(OC)ccc3OC)c3nnnn3CC3CCCO3)CC2)cc1 (stereo not given)	1	0	-3	-2	1.1	-4	-17	-5	-8
Cn1cnc2c(=O)sc3ccccc3c21	0.98	1	-6	0	1.2	2	18	-4	-18
CC1(NC(=S)N(CCO)CCO)CCS(=O)(=O)C1 (stereo not given)	1.1	0	-1	0	0.98	-9	5	0	2
COc1cccc(NC(=O)N2CCCC2C(=O)NC2CCCC2)c1 (stereo not given)	1	-1	-3	1	0.91	-4	4	1	9
COc1ccc(C=NCC2OCCc3ccccc32)cc1OC (stereo not given)	0.96	1	-2	0	1.2	4	1	1	-17
CC(=O)N1C(=O)N(C(C)=O)C2C1N(C)C(=O)N2C(C)=O (stereo not given)	1.1	-4	-1	-1	0.95	-5	0	0	5
CN=C1S/C(=C\c2ccc(O)c(OC)c2)C(=O)N1C	0.93	-2	-2	-8	1.1	8	21	1	-12
Cc1ccc(Cl)cc1N(CC(=O)NCc1ccc2c(c1)OCO2)S(C)(=O)=O	1	-1	-2	1	1.1	0	5	2	-13
CCOc1ccc2[nH]c3c(NCCc4ccc(OC)c(OC)c4)ncnc3c2c1	1.7	-2	-2	-11	0.96	-72	15	2	4
CCc1nn(CC(=O)N2CCN(c3cc(C)ccc3C)CC2)c(=O)c2cc3occc3n12	1	-1	0	-1	0.82	0	0	-1	18
O=C(/C=C/c1ccc(F)cc1)NCC1(c2ccccc2)CCOCC1	1	-2	-3	1	1	0	-4	-2	-2
COc1cccc(Oc2cnc(N)nc2-c2ccc(OC)cc2O)c1	1	3	-2	-1	1.1	-4	7	-3	-6
COc1ccc(NC(=O)CNC(=O)N2CC(=O)Nc3ccccc32)cc1OC	0.84	-1	-6	-3	1.2	16	2	-3	-21
O=C(CCN1CCN(c2ccccc2)CC1)NNC(=S)Nc1ccccc1Cl	1	0	-12	0	1.6	-3	16	-3	-57
COc1ccc(Cc2nnc(NC(=O)Nc3ccccc3F)s2)cc1	1	-2	-5	4	0.88	-3	-2	-1	12

3 compounds already listed, arranged by formula weight, highest first:
canonical_smiles	mIAP act	beta cell repl	APOBEC3G inh	SENP1 FRET inh	hIAP act	mIAP block	NLRP3 yeast inh	A3A deaminase	hIAP block
COc1ccc(NC(=O)CNC(=O)N2CC(=O)Nc3ccccc32)cc1OC	0.84	-1	-6	-3	1.2	16	2	-3	-21
O=C(/C=C/c1ccc(F)cc1)NCC1(c2ccccc2)CCOCC1	1	-2	-3	1	1	0	-4	-2	-2
CC(=O)N1C(=O)N(C(C)=O)C2C1N(C)C(=O)N2C(C)=O (stereo not given)	1.1	-4	-1	-1	0.95	-5	0	0	5

Going on with the list.
canonical_smiles	mIAP act	beta cell repl	APOBEC3G inh	SENP1 FRET inh	hIAP act	mIAP block	NLRP3 yeast inh	A3A deaminase	hIAP block
CC(C)CCOc1ccc(C(CC(N)=O)C(=O)O)cc1 (stereo not given)	1	0	0	1	1.1	-2	11	-1	-6
CCOCCc1c(O)nc(SCC)[nH]c1=O	1	0	-10	0	1.1	-3	9	-4	-7
C/C(=N/NC(=O)CNC(=O)C1COc2ccccc2O1)c1ccc([N+](=O)[O-])cc1 (stereo not given)	0.94	1	-11	1	0.87	6	8	-2	13
CCOc1ccc(CNC(=O)C2CCN(c3nn4c(=O)cc(C)nc4s3)CC2)cc1	0.98	-3	-4	0	0.92	2	-9	-2	8
CCc1cccc2c(C(=O)COC(=O)[C@@H]3CC(O)CN3S(=O)(=O)c3ccccc3[N+](=O)[O-])c[nH]c12 (stereo not given in full)	0.94	-5	-5	3	0.95	6	9	-2	5
CC(C)C(CCNC(=O)CC(Cc1ccccc1)c1ccco1)c1ccco1 (stereo not given)	1.1	-4	3	-15	1	-11	3	3	0
C=CCOC(=O)C1=C[C@@H](c2csc3ccccc23)C[C@@H](OCc2ccc(CO)cc2)O1	1.1	-8	-7	-10	0.91	-8	23	-2	9
O=C(NC1(C(F)(F)F)N=C2SCCN2C1=O)c1ccccc1 (stereo not given)	1.1	-3	-2	3	1.1	-5	3	1	-6
CC(=O)Nc1ccc(S[C@@H](CCN2CC[C@H](O)CCC2=O)c2ccccc2)cc1	1.1	-4	-8	-2	1.2	-7	14	0	-18
COc1ccc(/C=N/NC(=O)Cc2csc(Nc3cccc(C(F)(F)F)c3)n2)cc1C	1.1	-6	0	-1	1.2	-12	10	-4	-20
Cc1cccc(C)c1OCC(O)CN(Cc1ccccc1O)C1CCCCC1 (stereo not given)	1	-6	-11	6	1.1	0	-5	3	-6
CCOc1cccc(C2C(C(=O)c3ccc(C)o3)=C(O)C(=O)N2Cc2ccncc2)c1 (stereo not given)	0.94	0	-7	1	1	6	-7	-1	-2
CCc1ccc(NC(=O)CSc2nc(=O)n(CCCN(C)C)c3c2CCC3)cc1	1	-2	65*	2	0.87	-1	9	-1	13

Source: PubChem BioAssay (Sanford-Burnham Center for Chemical Genomics)

These rows are one share of the data (hit frequency here may not be typical).
